AI-2 QS modul: Vibrio harveyi AI-2 quorum sensing modulation; 300,000 tested, 0.4% active; AID 2094; Vibrio harveyi JMH597 AI-2 luminescence/OD600 ratio, 9 h; active compounds read low; strain lacks LuxN and CqsS sensors; 0 = neutral-control median; activity change, % at 7.5 µM; in the data active = activity change below about -75%, passing the limit was not always enough;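 also: luminescence divided by OD600 gain over 9 h not by final OD600 alone; inactives centre near 13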
IEC-6 tox: counter-screen for KLF5 inhibitors: cytotoxicity in IEC-6 cells; IEC-6 cytotoxicity, luminescence viability; inhibition, % at 5 µM; 290,000 tested, 0.78% active; AID 1825; in the data active = inhibition above about 22%;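 also: 0% = plate median of test compound wells and 100% = cytotoxic reference compound wells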
HSP90 inh: HSP90 refolding inhibition in rabbit reticulocyte lysate; luciferase refolding luminescence, 3 h; inhibition, % at 5.6 µM; 290,000 tested, 0.91% active;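 active = inhibition above the screen-wide mean plus 3 SD, computed separately per campaign, cut at about 16% in these data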;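 also: 0% = DMSO wells and 100% = 60 µM geldanamycin wells; inhibitors lower the luminescence because luciferase stays unfolded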
HSF1 inhib: HSF1 inhibition. NIH3T3-HGL HSE-luciferase, MG132-induced, luminescence 8 h; active compounds read low. activity change, negative = inhibition, % at 7.5 µM (by protocol). 300,000 tested, 0.77% active;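 active = more than half of replicate wells show activity change below -50%, luminescence cut by over half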;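 also: luciferase reports HSF-1 transcriptional activity via heat shock element; 0% = median of DMSO wells and -100% = zero luminescence signal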
GSK3beta inhib: inhibitors of human GSK3beta kinase. activity score (negative = inhibition), % at 10 µM. P49841. GST-GSK3beta kinase, ADP-Glo luminescence, 60 min; active compounds read low. 300,000 tested, 0.038% active;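 active = more than half of replicate wells score below -50%, meaning over 50% inhibition versus plate controls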;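 also: 0% = median DMSO wells and -100% = median GW8510 positive control wells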
Target sequence (P49841 whole entry, looked up): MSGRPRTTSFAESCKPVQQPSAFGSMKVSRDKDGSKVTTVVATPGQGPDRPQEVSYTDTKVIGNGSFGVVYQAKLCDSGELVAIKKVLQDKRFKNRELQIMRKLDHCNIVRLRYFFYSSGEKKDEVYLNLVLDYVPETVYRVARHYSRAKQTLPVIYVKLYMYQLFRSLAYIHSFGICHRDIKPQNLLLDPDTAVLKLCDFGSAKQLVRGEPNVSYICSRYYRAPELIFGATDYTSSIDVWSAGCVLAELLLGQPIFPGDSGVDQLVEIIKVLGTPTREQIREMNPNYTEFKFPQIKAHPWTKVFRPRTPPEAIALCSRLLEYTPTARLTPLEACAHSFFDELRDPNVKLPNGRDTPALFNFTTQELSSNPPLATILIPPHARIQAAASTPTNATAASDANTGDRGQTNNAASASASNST
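Assay system: GST-tagged human GSK3beta kinase, cell-free; Input: 1.6 ng GSK3beta; Medium: Tris/MgCl2 kinase buffer; Timing: 60 min enzyme reaction, room temperature; Signal: ADP-Glo luminescence quantifying ADP generated by kinase; Evaluation: score relative to plate controls; Benchmarks: DMSO neutral wells and GW8510 at 20 µM as positive.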
HSF-1 act: increases HSF-1 driven luciferase reporter signal | NIH3T3-HGL HSF-1 luciferase reporter, MG132, 8 h; 100% = twice DMSO control signal | activation, % at 9 µM | 300,000 tested, 1.7% active;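 active = mean replicate activation of at least 50% with a set share of replicates each reaching 50%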;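 also: 0% = median of the neutral control wells and 100% = twice that signal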
GSK3 alpha inh: inhibitors of human GSK-3 alpha kinase | ADP-Glo luminescence, 60 min | inhibition, % at 10 µM | 320,000 tested, 0.1% active;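 in the data active = inhibition above about 50%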;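 also: GST-tagged GSK-3 alpha with peptide substrate and 25 µM ATP; 0% = DMSO neutral wells and 100% = GW8510 positive control wells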
Target sequence (P49840 whole entry, looked up): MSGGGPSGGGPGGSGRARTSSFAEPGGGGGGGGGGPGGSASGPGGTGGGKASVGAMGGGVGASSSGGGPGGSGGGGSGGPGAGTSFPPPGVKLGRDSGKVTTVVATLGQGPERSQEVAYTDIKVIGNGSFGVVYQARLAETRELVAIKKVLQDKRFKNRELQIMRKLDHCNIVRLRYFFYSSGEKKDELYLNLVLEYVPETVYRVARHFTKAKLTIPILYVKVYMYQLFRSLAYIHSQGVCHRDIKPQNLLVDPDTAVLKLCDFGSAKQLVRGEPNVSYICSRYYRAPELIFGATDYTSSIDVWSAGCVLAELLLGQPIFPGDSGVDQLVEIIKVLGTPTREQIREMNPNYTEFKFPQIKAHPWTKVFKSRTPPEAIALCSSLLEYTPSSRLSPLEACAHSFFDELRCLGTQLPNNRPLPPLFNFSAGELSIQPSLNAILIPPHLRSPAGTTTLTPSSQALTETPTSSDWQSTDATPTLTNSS
HIF activator: HIF pathway transcriptional activation; U2OS HRE-luciferase reporter, luminescence; normalized: DMSO 0%, desferrioxamine 100%; activation, % at 7.5 µM (by protocol); 300,000 tested, 0.32% active; AID 1910;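 active = mean activation of at least 10% of the iron chelator positive control signal, with at least half of replicates also reaching 10%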
KLF5 inhibitor: inhibitors of KLF5 expression | 290,000 tested, 0.23% active | DLD-1 KLF5 promoter-luciferase reporter, luminescence | AID 1700 | inhibition, % at 5 µM;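 active = inhibition above a per-plate limit of that plate's mean compound inhibition plus 3 SD, cut at about 60% in these data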;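 also: 0% = DMSO wells and 100% = LY294002 at 200 µM; higher means less KLF5 promoter-driven luciferase light; inactives centre near -14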
aSyn UTR inh: 5' untranslated region of α-synuclein, MLPCN primary screen; alpha-synuclein 5'UTR reporter, inhibitor activity; inhibition, % (tested at 7.5 µM); 300,000 tested, 0.82% active; AID 1813; in the data active = inhibition above about 60%;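 also: H4 neuroglioblastoma cells stably carrying SNCA 5'UTR luciferase fusion; 0% = DMSO wells and 100% = positive control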
An asterisk follows results filed as active; nt = no result given. The order is random; overall some 4.7% were active at least once.

SMILES	AI-2 QS modul	IEC-6 tox	HSP90 inh	HSF1 inhib	GSK3beta inhib	HSF-1 act	GSK3 alpha inh	HIF activator	KLF5 inhibitor	aSyn UTR inh
CCn1cc(C(=O)NCCc2ccc(Cl)cc2)c(=O)c2ccc(C)nc21	14	2	-2	2	0	2	nt	-1.3	-13	6
CC(=O)Nc1ccccc1-c1nc2cc(C#N)c(C#N)cc2[nH]c1=O	8	-3	-2	5	-4	6	3	1.6	-44	-44
C=CCSc1nnc(-c2ccccc2N=Cc2c(C)[nH]n(-c3ccccc3)c2=O)c(=O)[nH]1	47	1	22*	4	3	6	-3	-0.3	-16	29
O=C(c1ccc(Br)cc1)c1cc2ccc(O)cc2oc1=O	30	-6	-3	-7	1	-15	2	-20	-43	-27
Cc1cc(NC(=O)COC(=O)CCNS(=O)(=O)c2ccccc2)n(-c2ccccc2)n1	8	nt	nt	-2	0	-2	-5	0.0	nt	-5
COC(=O)c1cccc(NC(=O)c2cccc([N+](=O)[O-])c2)c1	10	-1	-1	4	1	22	-2	1.1	-29	-24
CCCCC(c1nnnn1CS(=O)(=O)c1ccc(C)cc1)N1CCN(C)CC1 (centres undefined)	7	-5	-1	-3	4	-6	0	-0.4	-50	18
CNC(=S)NNC(=O)c1cc(C(C)(C)C)nn1Cc1ccc(F)cc1	17	3	9	-1	1	-1	-2	-0.2	-11	9
CCOC(=O)c1ccc(NC(=O)NNS(=O)(=O)c2cc(OC)ccc2OC)cc1	-10	2	4	-17	1	-11	-2	1.9	-11	-12
CCOC(=O)C(=O)N=Nc1c(O)[nH]c2ccccc12	-12	0	-3	-2	-1	-16	-2	0.0	-10	1
CC1(C)CC(=O)c2sc(NC(=O)c3ccc4ncsc4c3)nc2C1	21	2	3	7	-10	-3	0	1.4	-62	-77
CCOCC(=O)Nc1ccc2c(c1)OCCO2	1	-12	11	-13	0	25	-1	1.5	-62	-66
Cc1cc2cc(OCC(=O)O)ccc2n1C	-2	-5	0	-5	1	-6	-2	0.2	-8	-8
Fc1cccc(-c2cc3nc4c(c(N5CCC6(CC5)OCCO6)n3n2)CCCC4)c1	43	4	10	-5	5	-5	nt	1.9	-20	-28
COc1ccc(C)cc1NC(=O)CCN1CCCC1	6	3	3	-8	5	0	-5	-0.1	-1	14
CC(=O)NC1(C(F)(F)F)NC(=O)N(C2CCCCC2)C1=O (centres undefined)	-1	-7	-3	-2	1	-3	0	0.1	0	3
CC(C)CCNC(=O)NC(=O)COc1ccccc1C#N	23	1	-3	23	0	28	-1	2.0	-18	-42
COCCCNC(=O)CN(c1cc(Cl)ccc1OC)S(=O)(=O)c1ccc(C)c([N+](=O)[O-])c1	12	-2	-2	2	-1	2	-3	0.0	-7	9
CCOc1ccc(NC(=O)CN2C(=O)COc3ccc(Cl)cc32)cc1	5	-6	-3	0	0	15	-3	0.1	-6	-3
Cc1ccc2nc(N3CCC(C(=O)NC4CCCCC4)CC3)sc2c1	5	2	-4	0	0	2	-2	0.0	-32	-1
CCOC(=O)c1cc(NC(=O)Nc2nccs2)c(C)nc1C	7	-3	-4	9	-1	-1	4	-0.2	-6	-13
CC(C)c1c(C#N)c(N)nc(SCC(=O)c2cc3ccccc3oc2=O)c1C#N	15	-2	-2	-3	0	-1	1	0.1	18	-4
COc1cc2nc(-c3ccccc3)nc(N3CCCC3)c2cc1OC	18	-2	-1	nt	nt	nt	nt	nt	6	nt
CCN(CC)C(=O)CSc1ncnc2sc(C)c(C)c12	14	6	-3	8	1	52*	1	-1.5	-36	25
O=[N+]([O-])c1ccc2[nH]c(O)c(N=NC(=S)NCC3CCCO3)c2c1 (centres undefined)	2	10	5	1	0	-3	nt	0.3	9	1
COc1ccccc1NC(=O)CCC(=O)N/N=C(/C)c1ccc(C)cc1	14	9	2	-7	3	7	-5	0.5	34	8
Cc1cc(Cl)ccc1C(=O)C1CCCN(C(=O)CN2CCOC2=O)C1 (centres undefined)	11	-2	-1	-3	2	-2	nt	0.3	-37	10
Cc1ccc(S(=O)(=O)N2CCN(C(=O)COC(=O)C3CCC3)CC2)c(C)c1	17	nt	nt	0	-3	-7	0	0.7	nt	-5
Cc1cccc(C)c1NC(=O)CS(=O)CC(=O)N1CCN(c2ccccc2)CC1 (centres undefined)	9	1	-3	0	1	7	-1	-0.1	-32	15
COc1ccc(OC)c(-c2csc(NC(=O)CSc3nnnn3C)n2)c1	14	nt	nt	2	0	-10	-2	0.4	nt	-16
Cc1cc(=O)[nH]c(SCC(=O)N2c3ccccc3CC2C)n1 (centres undefined)	27	-5	-4	-5	-2	-7	20	-0.2	-25	-7
CC(C)c1ccc(-c2nnn(Cc3nc4ccccc4s3)n2)cc1	-3	0	1	4	-2	9	0	-0.2	-19	-8
CCOC(=O)C1(CCCc2ccccc2)CCN(C(=O)c2cc(C)nn2CC)CC1	2	4	-1	-1	-1	9	-1	-0.8	-3	-23
Cn1cccc1/C=N/NC(=O)CNc1ccc2ccccc2c1	14	0	7	-2	3	2	0	0.1	-16	-30
CNC(=O)C(=O)NCC1OCCN1S(=O)(=O)c1ccc2c(c1)OCCO2 (centres undefined)	12	-2	-2	-3	2	-6	-3	-0.5	0	-11
CCOc1ncccc1C(=O)OCC(=O)Nc1cccc(S(N)(=O)=O)c1	7	-13	-2	-4	1	12	0	0.3	-15	13
O=C(NNC1=NCCCCC1)c1ccccc1	10	1	3	2	0	11	1	0.7	-13	2
CCN1CCS/C1=C\C=C\C1=[N+](CC)CCS1	23	37*	1	-11	1	3	nt	-0.1	5	19
CC1=NN(Cc2ccccc2)C(=O)C1C(c1ccncc1)C(C#N)C#N (centres undefined)	10	-1	-1	-2	2	1	3	-0.2	-27	2
COc1ccc(CCNC(=O)c2cc(-c3cc(Cl)cc(Cl)c3)oc2C)cc1	36	1	19*	9	0	2	0	-0.3	8	14
Cc1ccc(-c2cc(NC(=O)c3ccccc3)on2)cc1	-7	-1	-3	10	1	44	0	2.5	-142	-190
COc1ccc(CNc2oc(COc3ccc(Cl)cc3)nc2C#N)cc1	-61	-4	1	10	3	16	1	-1.0	2	10
Cc1cccc(OCC(O)CNC(=O)c2ccccc2C(=O)O)c1 (centres undefined)	19	-3	-1	-5	1	8	-1	2.2	-46	-8
COc1ccc(OC)c(N2C(=O)CCCC2=O)c1	6	-1	11	-5	4	-13	0	-0.8	-4	8
O=C(N/N=C/c1cccnc1)c1cc(-c2ccc(Br)cc2)nc2ccccc12	8	26*	-4	nt	2	nt	nt	nt	11	nt
Cc1cc(N2CCN(C(=O)OC(C)(C)C)CC2)n2ncnc2n1	7	7	1	-2	4	-5	4	0.0	5	9
CN1CCN(c2ccc(C(CC(N)=O)NC(=O)Cc3ccc(Br)cc3)cc2[N+](=O)[O-])CC1 (centres undefined)	-3	nt	nt	0	-3	-21	-2	-0.1	nt	-1
Cc1cccc(N=Nc2c(C)[nH]n(C(N)=S)c2=O)c1C	34	4	7	7	-1	24	1	-0.1	-67	-199

Reprinted from the part before: 2 entries; new compounds follow.
SMILES	AI-2 QS modul	IEC-6 tox	HSP90 inh	HSF1 inhib	GSK3beta inhib	HSF-1 act	GSK3 alpha inh	HIF activator	KLF5 inhibitor	aSyn UTR inh
CN1CCN(c2ccc(C(CC(N)=O)NC(=O)Cc3ccc(Br)cc3)cc2[N+](=O)[O-])CC1 (centres undefined)	-3	nt	nt	0	-3	-21	-2	-0.1	nt	-1
Cc1cccc(N=Nc2c(C)[nH]n(C(N)=S)c2=O)c1C	34	4	7	7	-1	24	1	-0.1	-67	-199
O=C(CSc1nnc2c3ccccc3c3ccccc3c2n1)Nc1ccccc1F	36	2	3	16	2	15	nt	0.0	10	39
COCC(C)NC(C(=O)Nc1ccc(C)c(Cl)c1)c1ccccc1 (centres undefined)	19	0	1	9	0	8	-1	0.5	-43	14
N#Cc1ccccc1CSc1nc2ncc(Br)cc2[nH]1	17	-4	0	6	1	44	-2	nt	-23	0
CCC1COCCS(=O)(=O)N1Cc1ccc(C)cc1 (centres undefined)	8	-2	-2	1	0	-8	-6	0.0	-20	1
Cc1cc2c(c(/C=C/C(=O)c3ccccc3)c1)OC1(C=C2)Oc2ccccc2C(=O)N1C (centres undefined)	29	1	1	46	4	74*	0	0.3	-60	10
O=C(COc1ccccc1)NCCSc1ccccc1	-24	-1	-2	1	3	28	0	4.1	-52	-99
CCOc1ccc2nc(NC(=O)C(CCSC)NS(=O)(=O)c3cccs3)sc2c1 (centres undefined)	18	3	-4	-2	-1	-17	-2	-0.2	9	21
CCCCn1c(SCC(=O)NC(=O)NCc2ccco2)nc2cc(S(N)(=O)=O)ccc21	-3	3	1	-4	0	-12	-1	-0.4	-2	3
COc1ccc(C2=NOC(C(=O)NCC(C)C)C2)cc1 (centres undefined)	20	-3	3	7	-15	13	2	1.7	-48	-107
CN1CCN(C(=O)c2ccc3c(c2)S(=O)(=O)c2ccccc2C3=O)CC1	10	10	-2	-4	-2	-4	4	0.2	-21	-6
O=C(Nc1ccc2c(c1)OCCO2)c1cnc2ccccn2c1=O	17	-7	-3	6	2	12	0	0.7	-66	8
COc1ccc(CCNC(=O)C/C(C)=N/NC(=O)c2ccc([N+](=O)[O-])cc2Cl)cc1OC	nt	-2	-1	-1	nt	0	-1	0.5	1	2
CCOc1ccccc1C1C(C#N)=C(N)Oc2cc(N)ccc21 (centres undefined)	-25	-3	1	3	-3	28	-5	0.6	-10	32
COC(=O)c1ccc(-n2nnnc2SC)cc1	16	1	-1	-13	5	-31	-1	-0.3	-17	1
O=C(Nc1cccc(-c2csc(Nc3ccccc3)n2)c1)c1cc([N+](=O)[O-])cc(C(F)(F)F)c1	2	2	-6	-2	0	13	-2	0.5	-17	-87
CC(=O)Nc1ccc(N2C(=O)CC(Sc3nc4ccccc4s3)C2=O)cc1 (centres undefined)	5	1	0	-2	-2	10	nt	-0.1	-1	-1
Cc1ccc(NC(=O)CN2C(=O)CCS(=O)(=O)c3ccccc32)cc1Cl	0	8	4	-2	-2	-8	4	0.4	10	16
Cc1ccc(S(=O)(=O)N2CC=C(C(=O)NCc3ccc(F)cc3)CC2)cc1	21	-2	-3	-2	3	-6	0	nt	8	-13
COc1ccc(/C=C2\SC(=S)N(CCCC(=O)NC3CCCC3)C2=O)cc1OC	20	0	2	-8	-2	-2	0	-1.5	26	84*
CC(NC(=O)[C@H](C)NC(=O)[C@@H]1CSC2c3ccccc3C(=O)N21)c1ccccc1 (some centres undefined)	5	-3	0	-4	1	-4	2	-0.1	-13	14
O=C(CCn1c(=S)oc2ccccc21)N1CCCCC1	0	4	-1	4	5	54*	nt	0.4	9	9
OCCNCCOc1ccccc1F	23	-1	0	-4	-1	-1	-7	-0.1	-2	6
O=C(CCc1ccccn1)N1CCCC(N2CCN(c3cccc(C(F)(F)F)c3)CC2)C1 (centres undefined)	22	1	2	-2	3	3	0	-0.5	-8	-17
COc1ccc(OC)c(/C=C2\SC(=S)N(NS(=O)(=O)c3ccc(C)cc3)C2=O)c1	25	-6	0	-5	0	1	-2	-0.8	-1	15

Source: PubChem BioAssay
